Assay outcomes deposited in PubChem by several laboratories.
hgDAF12 agonist: agonists of H. glycines DAF-12 nuclear receptor | HEK293 GAL4-hgDAF12 UAS-luciferase reporter, agonist luminescence; normalized to butyrate control | activation, % at 6.8 µM | 1.8% of 370,000 active;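 active = activation above a cutoff set at the mean of all screened compounds plus 3 SD, cut at about 10% in these data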;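 also: 0% = DMSO wells and 100% = sodium butyrate wells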
hcDAF12 agonist: activators of H. contortus DAF-12 nuclear receptor; HEK293 hcDAF-12 lit1-tk-luc reporter, luminescence; 0% DMSO, 100% Δ7-dafachronic acid; activation, % at 6.8 µM; 1.4% of 370,000 active; AID 652067;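 active = activation above the mean of all tested compounds plus 3 SD, cut at about 5.5% in these data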;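 also: 100% = response to 3 µM Δ7-dafachronic acid high control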
PG9 Ab binder: PG9 antibody binding by small molecule | AID 624416 | inhibition, % at 6.7 µM | TR-FRET gp120-PG9 antibody binding | 0.43% of 360,000 active; in the data active = inhibition above about 8.5%
GAA850 FXN act: frataxin GAA850 promoter activation; HEK293 lucGAA850 FXN promoter luciferase reporter, 24 h; percent of 10 µM SAHA response; 0.56% of 360,000 active; AID 540364; activation, % at 6 µM;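 active = activation above the average of all compounds screened plus 3 SD, cutoff fixed separately per campaign, cut at about 7.5% in these data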;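 also: 0% = DMSO wells and 100% = 10 µM SAHA wells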
ssDAF12 agonist: S. stercoralis DAF-12 activation, primary screen; HEK293 ssDAF-12/GRIP1 lit1-tk-luc reporter, luminescence; % of 3 µM dafachronic acid response; activation, % at 6.8 µM; 1% of 370,000 active; AID 652126;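 active = activation above the mean over all tested compounds plus 3 SD, cut at about 0.9% in these data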;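 also: 0% = DMSO-only wells and 100% = 3 µM delta7-dafachronic acid wells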
sPLA2-III inh: Blocks human group III sPLA2 activity; QFRET BODIPY PC-A2 liposome hydrolysis, fluorescence; inhibition, % at 12.2 µM; 0.56% of 370,000 active;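 active = inhibition above mean plus 3 SD of compounds lying within the high and low control bounds, cut at about 19% in these data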;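 also: 0% = median of test compound wells and 100% = no enzyme DMSO wells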
Target sequence (Q9NZ20 whole entry, looked up): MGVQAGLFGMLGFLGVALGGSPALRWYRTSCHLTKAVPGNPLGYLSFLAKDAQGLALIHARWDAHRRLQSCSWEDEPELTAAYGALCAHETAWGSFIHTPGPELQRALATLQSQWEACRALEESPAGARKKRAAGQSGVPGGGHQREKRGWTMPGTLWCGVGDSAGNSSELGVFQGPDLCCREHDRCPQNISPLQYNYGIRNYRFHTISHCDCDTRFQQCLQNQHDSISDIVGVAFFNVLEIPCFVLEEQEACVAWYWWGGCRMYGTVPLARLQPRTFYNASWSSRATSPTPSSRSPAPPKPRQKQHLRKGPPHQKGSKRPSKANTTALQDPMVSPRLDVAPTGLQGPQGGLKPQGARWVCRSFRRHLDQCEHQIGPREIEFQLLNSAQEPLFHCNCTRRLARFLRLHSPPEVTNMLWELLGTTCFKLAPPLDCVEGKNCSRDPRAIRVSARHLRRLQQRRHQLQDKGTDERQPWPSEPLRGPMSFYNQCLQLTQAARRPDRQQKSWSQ
Rev-erbA mod: Rev-erb alpha (human) modulation | 0.79% of 370,000 active | AID 1259318 | activity, % at 10 µM | Rev-erbα–FITC-DNA binding, fluorescence polarization, 90 min;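 active = activity above about 14%, limit read from the data; passing the limit was not always enough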;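 also: 0% = DMSO wells with 35 nM protein and 100% = DMSO wells with 750 nM protein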
PLC-beta3 inh: PLC-beta3 (human) inhibition, primary screen; Q01970; Purified PLC-beta3, fluorogenic substrate, fluorescence; inhibition, % at 12.2 µM; 0.18% of 370,000 active; AID 720704; in the data active = inhibition above about 11%;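 also: 0% = median of compound wells on plate and 100% = full blocker control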
SMARCA2 act: SMARCA2 function activation, primary screen; MG213 cells, MMTV-luciferase reporter, dexamethasone, overnight; activation, % at 9.1 µM; 1% of 370,000 active; AID 652017; in the data active = activation above about 7.8%;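 also: 0% = vehicle wells and 100% = reference activator wells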
DAX1 inh-1: inhibits human nuclear receptor DAX1. P51843. HEK293 Gal4-DAX1 luciferase reporter, luminescence. inhibition, % at 6.75 µM. 0.99% of 340,000 active. AID 504766;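 active = inhibition above the mean over all tested compounds plus 3 SD, cut at about 4.2% in these data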;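 also: 0% = DAX1-transfected cells with DMSO and 100% = empty-vector control cells with DMSO; inhibition shows as a rise in luminescence from relieved DAX1 repression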
Target sequence (P51843 207-470 limits assumed): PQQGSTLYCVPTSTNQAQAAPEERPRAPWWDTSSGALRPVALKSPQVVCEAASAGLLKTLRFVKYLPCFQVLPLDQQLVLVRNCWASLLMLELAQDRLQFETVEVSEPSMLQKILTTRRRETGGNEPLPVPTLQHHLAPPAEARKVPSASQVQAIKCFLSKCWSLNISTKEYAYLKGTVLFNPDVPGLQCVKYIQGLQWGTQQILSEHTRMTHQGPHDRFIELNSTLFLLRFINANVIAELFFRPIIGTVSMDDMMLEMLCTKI
DAX1 inh-2: inhibitors of DAX1 repression of SF-1 activated StAR promoter; HEK293T StAR-luciferase reporter, SF-1/DAX-1 repression relief; inhibition, % at 6.8 µM; 1.1% of 370,000 active; AID 652010;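 active = inhibition above the mean over all tested compounds plus 3 SD, cut at about 3.6% in these data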;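 also: 0% = DAX-1 cells with DMSO and 100% = cells lacking DAX-1 with DMSO; higher inhibition means more luminescence from relief of DAX-1 repression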
Numbers without * were called inactive; nt = no result given; & = joins results of further samples; ! = not active in a repeat. An unsorted share of the library (roughly 7% active in at least one column).

SMILES	hgDAF12 agonist	hcDAF12 agonist	PG9 Ab binder	GAA850 FXN act	ssDAF12 agonist	sPLA2-III inh	Rev-erbA mod	PLC-beta3 inh	SMARCA2 act	DAX1 inh-1	DAX1 inh-2
COc1ccc(N(CC(=O)NCCSCc2ccco2)S(=O)(=O)c2ccc(C)cc2)cc1	-1.5	-0.7	0.1	-3.3	-1.3	-19	-3	0	0	-1.8	-0.2
CCCn1c(=N)n(CC(O)COc2ccc(C)cc2)c2ccccc21 (centres undefined)	2.8	-1.7	0.2	-1.3	-2.3	1	0	-10	-1	1.8	-0.1
O=C(COC(=O)c1cc([N+](=O)[O-])ccc1NCCO)c1ccccc1	-3.7	-1.6	1.1	3.1	-0.8	-4	3	5	-1	-0.8	-0.7
CC(C)[C@@H](C)/C=C/[C@@H](C)[C@H]1CC[C@@H]2[C@]1(C)CCC1[C@]23C=C[C@]2(C[C@@H](O)CC[C@]12C)N(c1ncc(C(F)(F)F)cc1Cl)O3 (some centres undefined)	0.4	1.5	-2.6	nt	0.0	-6	-1	-7	0	nt	0.4
Brc1cccc(-c2nc(-c3ccncc3)no2)c1	4.1	-1.2	0.1	1.9	-1.1	1	-4	4	7	1.6	-0.1
O=C(O)CCC(=O)N1N=C(c2ccccc2)CC1c1cccs1 (centres undefined)	-0.2	0.4	-1.4	1.4	-1.5	2	-2	1	-2	0.0	0.5
COc1cc(OC)c(C(=O)Nc2cccnc2)cc1OC	-0.6	-1.3	-2.0	-0.1	-2.1	3	4	-3	-1	-2.5	0.0
COc1cc(OC)cc(C(=O)NCC(=O)Nc2ccc(C)c(Cl)c2)c1	1.9	-1.4	-2.0	-1.2	-1.3	-15	5	-6	-3	-0.8	-0.3
COc1ccc(/C(N)=N/OC(=O)c2ccc(C)c([N+](=O)[O-])c2)cc1	1.2	1.4	0.1	2.0	-0.3	8	-3	1	-1	-0.4	0.2
CCN1CCN(CC(=O)Nc2c(OC)cccc2OC)CC1	0.7	-0.2	-1.0	-1.3	-0.8	3	4	-3	6	3.1	0.2
COCCNC(=O)C(=O)NNS(=O)(=O)c1ccc2ccccc2c1	0.5	-0.8	1.3	1.3	-0.8	0	1	-2	-1	0.3	0.3
Cc1ccc(Cl)cc1NS(=O)(=O)Cc1ccccc1	0.8	-1.2	-0.1	-1.9	-0.9	-2	8	-5	-1	-0.8	-1.1
COc1ccc(NC(=O)CN(C)C(=O)CCNS(=O)(=O)c2ccc(Br)cc2)cc1	-0.5	-0.1	1.4	-0.7	-1.2	-9	14	-3	-3	0.1	1.2
CC(/C=N/NC(=O)c1cc(C(C)C)[nH]n1)=C\c1ccccc1	-2.9	-0.9	-3.6	-0.3	-1.6	3	-3	1	-1	-0.6	-0.4
Cc1cc(C)nc(/N=C(/NC(=O)c2ccccc2)Nc2ccccc2)n1	0.5	-1.9	-0.3	0.6	-1.4	3	-2	0	-2	-0.5	0.1
COc1cnc(-c2ccccn2)nc1Sc1ccc(Cl)cc1	-4.2	-1.3	-2.2	-3.1	-0.9	15	-1	7	2	-1.9	-0.8
CCC(C)(C)NC(=O)C(c1ccco1)N(C(=O)CNC(=O)c1cccs1)c1cccnc1 (centres undefined)	-0.7	-1.2	-0.6	-0.4	-0.7	2	-6	1	-2	-0.3	0.8
CCCCn1c(N)c(N(CC(C)C)C(=O)CN2C(=O)NC3(CC(C)CC(C)(C)C3)C2=O)c(=O)[nH]c1=O (centres undefined)	-1.6	1.1	-1.2	0.7	-0.8	7	6	-9	-2	2.0	-0.2
O=C(CCCN1C(=O)/C(=C\c2ccccc2)SC1=S)Nc1ccc(O)cc1	0.2	-4.0	-1.7	-2.8	-1.8	-35	2	-3	-5	nt	-0.2
CC1CCCCN1C(=O)CSc1ccc(-c2ccc(F)cc2)nn1 (centres undefined)	7.3	0.1	-1.7	2.1	-1.2	-2	1	2	4	-0.4	-0.2
COc1cccc(C(=O)NC(C)CCc2ccccc2)c1 (centres undefined)	1.0	-1.9	0.4	-1.9	-1.4	5	-2	-7	-2	1.5	-0.3
O=S(=O)(NCc1c(Cl)cccc1Oc1ccccc1)c1ccc(F)cc1	-1.8	-1.0	-0.6	2.3	-1.8	-10	7	-9	-1	-0.7	-0.1
Cc1c(C)c2cc(Cl)c(OCC(=O)NCCCn3ccnc3)cc2oc1=O	1.5	-2.9	-2.8	1.4	-1.4	-6	3	-36	-2	0.4	0.5
CCOc1ccc(C(N)=O)cc1OC	0.6	-1.9	0.5	-1.2	-1.3	15	3	1	-1	0.4	-0.3
Nc1nc(CN2CCN(c3ccccn3)CC2)nc(Nc2ccc(F)cc2)n1	-1.2	-1.3	0.0	2.6	-1.5	1	0	-6	-4	0.8	0.0
COC(=O)C1=CN(c2ccc(F)cc2)C=C(C(=O)OC)C1c1ccc([N+](=O)[O-])cc1	-1.3	-0.9	-0.7	3.1	-0.5	0	-5	-5	0	-0.4	-1.6
c1cncc(-c2nc3ccccn3c2Nc2ccc3c(c2)OCCO3)c1	-2.3	-0.5	-4.3	0.4	-0.4	3	-2	-14	0	-0.1	0.4
COc1ccc(N2CCN(CCCNS(=O)(=O)c3ccc4c(c3)oc(=O)n4C)CC2)cc1	-0.2	-1.8	-1.8	0.5	-0.8	-2	-8	2	-1	0.5	-0.4
CN1C(=O)c2ccc(C(=O)NCc3ccco3)cc2C1=O	-1.5	1.3	-1.3	1.0	0.2	4	-2	-9	-4	0.2	-0.4
O=C(/C=C/c1ccccc1)Oc1cccc(C(=S)N2CCOCC2)c1	-1.0	0.9	-0.1	0.5	-0.2	-3	7	3	-2	1.4	0.4
CCOCCCNC(=O)C(NC(=O)c1cnccn1)c1ccc(OC)cc1 (centres undefined)	0.9	-0.6	-1.1	0.8	-0.5	0	1	-49	-1	2.4	-0.6
O=C(NCc1nnc(SCc2ccc(F)cc2)n1-c1ccc(F)cc1)C12CC3CC(CC(C3)C1)C2	-2.9	0.5	-0.7	-0.1	-1.2	-18	1	4	-4	0.8	0.4
O=C(O)CCCNC(=O)C(c1ccccc1)c1ccccc1	-3.9&4.5	-0.3&-0.8	-1.8&0.5	0.9&2.1	-1.2&-1.7	21*!	-3&6	2&8	-1&-3	1.1&0.1	0.6&0.4
Cc1noc(C)c1S(=O)(=O)N(C)C[C@H]1Oc2ccc(NC(=O)CCC(F)(F)F)cc2C(=O)N([C@H](C)CO)C[C@@H]1C	-0.5	-1.5	-1.3	-0.4	-1.2	3	1	-5	-1	0.8	0.6
COc1ccc(S(=O)(=O)N2CCN(C(=S)Nc3ccc(S(N)(=O)=O)cc3)CC2)cc1	0.8	1.7	-0.2	1.6	-1.1	-17	-6	-3	-1	-0.2	-0.2
COC(=O)c1oc2ccc(Cl)cc2c1-n1cccc1	2.3	-0.2	-1.8	1.0	-0.8	-6	-3	-5	-3	2.5	0.3
CC(=O)Nc1c2c(nn1-c1cccc(Cl)c1)CS(=O)C2 (centres undefined)	0.9	-0.6	-0.6	0.6	-1.6	2	-3	3	0	0.8	-0.1
O=C(NCCN1CCCC1)C(c1ccccc1)c1ccccc1	-1.1	-1.4	3.0	0.6	-0.7	4	4	-3	0	-0.4	0.0
O=C(NCc1ccco1)C1CC(c2ccc(F)cc2)=NO1 (centres undefined)	2.2	-1.6	2.1	4.4	-1.2	6	-2	-12	-1	3.5	0.0
COc1ccc2ccccc2c1/C=N\NC(=O)c1cccnc1	3.5	-0.8	-3.8	1.5	-1.4	-1	1	-12	-1	nt	0.0
COC(=O)CNC(c1ccccc1)c1cc(C)ccc1NC(=O)c1cccc(Cl)c1 (centres undefined)	-2.2	-0.9	0.8	-0.3	-2.3	3	7	4	2	0.5	-0.5
Cc1ccc(CC2SC(=O)NC2=O)cc1Cl (centres undefined)	-0.7	-0.9	-0.3	-1.4	-1.1	-3	-5	-1	-1	0.4	0.2
CC(C)CN(CC(C)C)c1nn[nH]n1	1.0	0.3	1.2	-0.4	-1.2	4	9	2	-1	0.0	1.2
N#CCSc1nc2scc(-c3cccs3)c2c(=O)n1CCc1ccccc1	4.7	2.0	-0.1	3.3	-0.4	3	-5	2	2	1.6	-0.3
CCOc1ccc(-c2nnc3sc(COc4ccc(Cl)cc4)nn23)cc1	1.4	5.2	-0.4	-1.4	-1.1	-3	-2	0	1	-0.6	-0.8
O=C(O)C1C2C=CC(C2)C1C(=O)NCc1cccs1 (centres undefined)	4.4	-0.3	-1.3	1.0	-0.7	2	5	1	3	0.0	0.8
COc1cc2c(cc1NC(=O)CSc1cccc[n+]1[O-])oc1ccccc12	1.4	1.5	-1.8	1.2	0.1	-9	-4	7	-3	0.5	-0.3
O=C(NCCCN1CCCC1=O)C1CCCO1 (centres undefined)	-0.8	0.3	-1.3	-0.7	-0.7	3	-3	-2	5	0.8	0.1
Cc1ccc(Nc2nnc(SC/C(O)=C(\C#N)c3nc4ccccc4[nH]3)s2)c(C)c1	1.4	9.4*	-0.3	-1.2	0.5	-6	0	-82	-3	1.1	-0.1
O=C(COc1ccc(F)cc1)Nc1nnc(S(=O)(=O)N2CCCC2)s1	-1.0	-1.1	-0.1	-0.8	-1.2	-8	-4	0	-2	1.3	-0.2
CN(C)S(=O)(=O)N(CC(=O)Nc1ccc(S(=O)(=O)N2CCCC2)cc1)c1ccccc1	-1.0	0.2	0.0	0.7	-0.4	-39	-6	-3	-4	-0.3	-0.1
COc1cc(OC)nc(NC(=O)COC(=O)c2cccc(Cl)c2)n1	-2.9	-0.8	1.2	1.4	-1.5	-3	-5	2	-1	1.1	-0.1
Cc1nc(SCC(=O)N(CC(C)C)C2CCS(=O)(=O)C2)c2c(C)c(C)sc2n1 (centres undefined)	1.9	-1.6	1.2	2.0	-1.9	5	4	-4	-3	-0.5	-2.2
Cc1cn2c(-c3ccncc3)nnc2s1	-0.9	-2.1	-0.2	-0.7	-1.2	1	0	-13	-5	0.7	-0.4
Cc1ccc(CNC(=O)CCn2nc(-c3ccc(Cl)cc3)ccc2=O)cc1	-2.1	-1.1	2.1	2.0	-0.9	3	-5	-1	-5	0.9	-0.5
COC(=O)CCCC1=CC2=CC(=O)C(C)(OC(=O)c3cccs3)C(=O)C2=CN1CCc1c[nH]c2ccccc12 (centres undefined)	1.4	2.8	-1.9	0.9	0.1	-24	10	-8	1	0.2	-0.2
CCn1cc(C(=O)NCCCOC(C)C)c(=O)c2cc(S(=O)(=O)N3CCC(C)CC3)ccc21	-1.2	-0.2	0.4	2.4	-1.1	4	-3	-5	-1	0.3	0.3
